Source: PubChem
TSHR antagonist: Antagonists of the Thyroid Stimulating Hormone Receptor: HTS campaign. TSHR-expressing cells, TSH-stimulated cAMP HTRF, 2 h; stronger effect = lower value. Thyrotropin receptor (Homo sapiens), P16473. activity change, negative = inhibition, % at 11.5 µM. AID 504810, 2011. 330,000 compounds, 0.2% hits;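 active means activity change below a set negative limit, meaning inhibition stronger than a set level, cut at about -70% in these data; inconclusive means activity change between two set negative limits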; further: on the % scale 0 is the no-effect control and ±100 the full control effect
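Antagonism was scored as loss of TSH-driven cAMP in TSHR cells, stimulated with 4nM TSH (EC80) for 2 hours at 37 deg C and detected by homogeneous HTRF competition immunoassay.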
TCR act: Activators of T cell receptors: qHTS campaign; primary human leukocytes, anti-CD3, IL-2 HTRF, 48 h; Potency, µM (titrated, usually from 9.22 µM), for the others: at the highest dose activation of IL-2 secretion, usual class: activators; 330,000 tested, under 10 active; further: % of control where 0% means no effect
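1) Mix primary human leukocytes, a-CD3 beads and compound. 2) Incubate 48 hr. 3) Add HTRF IL-2 reagents (a-IL-2-K, a-IL-2-d2).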
PTAP TSG101 blk: qHTS Assay for Iinhibitors of HIV-1 Budding by Blocking the Interaction of PTAP/TSG101 | 340,000 tested, under 10 active | Tumor susceptibility gene 101 protein (Homo sapiens), Q99816 | Potency, µM (titrated, usually from 115 µM), without a hit: at the highest dose activity change, negative = inhibition, usual class: inhibitors | Fluorescence polarization, FITC-PTAP peptide / Tsg101 binding; active means well fitted inhibition curve with a large enough effect in the main read-out, with a control signal flat, not every such curve was filed as active; inconclusive means small, poorly fitted or top-dose-only effect, or effect the other way, or a change in a side signal; inactive means no such curve, though single readings can be large or run the other way; further: potency means the concentration at half of the fitted maximal effect; % of control where 0% means no effect
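Steps: Tsg101 binding domain dispensed (10 uM final), compounds pinned in DMSO, FITC-labeled PTAP-motif peptide added (50 nM final); after 20 min binding at room temperature, polarization measured.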
S-ASM inh: Inhibitors of Secretory Acid Sphingomyelinase (S-ASM): qHTS; Sphingomyelin phosphodiesterase (Homo sapiens), P17405; placental ASM, HMU-PC fluorogenic substrate, 60 min; Potency, µM (highest dose often 57.5 µM), without a hit: at the top dose activity change, negative = inhibition, hits mostly inhibitors; 340,000 compounds, 0.006% hits; further: potency means the concentration at half of the fitted maximal effect
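Steps: dispense placental human ASM, pin compound, wait 10 min at room temperature, add HMU-PC0 substrate at 9 uM final, incubate 60 min at 37 °C, add stop solution raising pH to 10, read fluorescence.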
Tb PFK block: qHTS Assay to Find Inhibitors of T. brucei phosphofructokinase. T. brucei PFK, ADP-Glo luminescence. AID 485367, 2010. 330,000 compounds, 0.17% hits. ATP-dependent 6-phosphofructokinase (Trypanosoma brucei brucei), O15648. Potency, µM (series often up to 57.5 µM), without a hit: at the highest dose activity, negative = inhibition, actives largely listed as inhibitors;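 further: potency means the concentration at half of the fitted maximal effect; 0% = uninhibited 1x PFK enzyme wells and -100% = no-enzyme wells; nearly all actives have a fitted effect of over 60% in size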
Target sequence (O15648 whole entry, looked up): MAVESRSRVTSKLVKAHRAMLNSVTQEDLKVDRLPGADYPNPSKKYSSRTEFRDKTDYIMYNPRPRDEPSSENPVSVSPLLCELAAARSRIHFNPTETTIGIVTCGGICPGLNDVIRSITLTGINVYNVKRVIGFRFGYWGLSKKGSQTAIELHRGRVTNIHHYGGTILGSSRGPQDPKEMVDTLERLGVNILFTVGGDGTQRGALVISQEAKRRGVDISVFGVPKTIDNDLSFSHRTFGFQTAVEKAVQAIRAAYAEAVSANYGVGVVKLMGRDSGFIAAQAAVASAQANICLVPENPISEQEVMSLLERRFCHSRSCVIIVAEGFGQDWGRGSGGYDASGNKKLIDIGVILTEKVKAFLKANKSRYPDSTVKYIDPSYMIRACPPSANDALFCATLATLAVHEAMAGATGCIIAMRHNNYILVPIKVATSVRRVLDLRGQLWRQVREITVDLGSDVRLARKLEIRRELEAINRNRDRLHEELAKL
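PFK 1.25 nM, F6P 0.5 mM, ATP 0.1 mM, 0.1 M TEA pH 8.0, 5 mM MgCl2, 0.01% Tween20, 0.1% BSA; 45 min RT. ADP-Glo readout. qHTS titration up to 57 uM; curves fitted, compounds curve-classed.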
BCR signal inh: qHTS Assay to Find Inhibitors of Chronic Active B-Cell Receptor Signaling | ABC-DLBCL IkBa-CBG/CBR reporter, luminescence ratio, 4 h | Potency, µM (top dose mostly 46.1 µM), without a hit: top-dose ratio change, negative = lower green/red ratio, usual class: inhibitors | 340,000 compounds, 0.05% hits; active means well fitted inhibition curve with a large enough effect in the signal ratio, with a control signal flat, not every such curve was filed as active; inconclusive means small, poorly fitted or top-dose-only effect, or effect the other way, or a change in a side signal; the % refers to the signal ratio;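 further: potency means the concentration at half of the fitted maximal effect; plate controls were basal doxycycline-induced cells for no effect and cells given 10 µM MG132 for full effect; MG132 reads +100%, hits lower the ratio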
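Concentration-response series (up to 46 uM) were applied to TMD8 dual-reporter cells for 4 h at 37C with doxycycline. Green/red ratio, after filter-overlap correction, defined %Activity; red signal alone was normalised to basal cells and zero luminescence.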
Eya2 phos inh: qHTS Assay for Inhibitors of the Phosphatase Activity of Eya2 | Protein phosphatase EYA2 (Homo sapiens), O00167 | recombinant Eya2, OMFP fluorescence dephosphorylation (OMFP is methylfluorescein phosphate) | Potency, µM (top dose mostly 76.9 µM), without a hit: at the highest dose activity, negative = inhibition, usual class: inhibitors | 330,000 compounds, 0.006% hits | AID 488837, 2010; further: potency means the concentration at half of the fitted maximal effect; on the % scale 0 is the no-effect control and ±100 the full control effect
Target sequence (O00167 whole entry, looked up): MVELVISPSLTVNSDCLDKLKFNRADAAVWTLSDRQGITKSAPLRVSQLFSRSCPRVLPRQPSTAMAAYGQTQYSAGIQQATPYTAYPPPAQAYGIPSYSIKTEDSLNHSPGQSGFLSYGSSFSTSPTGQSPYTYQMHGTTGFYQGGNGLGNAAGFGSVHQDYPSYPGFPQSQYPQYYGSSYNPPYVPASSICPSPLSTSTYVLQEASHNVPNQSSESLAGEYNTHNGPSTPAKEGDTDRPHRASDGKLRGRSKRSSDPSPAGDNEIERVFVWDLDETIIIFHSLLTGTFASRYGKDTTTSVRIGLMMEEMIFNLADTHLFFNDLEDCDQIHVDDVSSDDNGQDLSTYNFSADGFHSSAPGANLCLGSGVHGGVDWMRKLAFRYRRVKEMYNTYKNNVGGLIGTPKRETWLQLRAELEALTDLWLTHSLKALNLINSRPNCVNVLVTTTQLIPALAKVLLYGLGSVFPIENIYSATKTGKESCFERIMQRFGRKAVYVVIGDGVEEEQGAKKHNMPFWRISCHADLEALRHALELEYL
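Eya2 (0.2 uM) preincubated 10 min at ambient with compound, then OMFP substrate added at 50 uM; 10 min reaction in 50 mM HEPES pH 7.5, 50 mM NaCl, 5 uM MgCl2, 0.05% BSA, 1 mM DTT. Fluorescence read at Ex 485/Em 525 nm.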
ELG1 DNA repair: qHTS screen for small molecules that inhibit ELG1-dependent DNA repair in human embryonic kidney (HEK293T) cells expressing luciferase-tagged ELG1; HEK293T ELG1-luciferase reporter, luminescence, 16 h; DNA damage induced by 5-fluorouridine; Potency, µM (titrated, usually from 46.1 µM), without a hit: top-dose activity change, negative = inhibition, most hits filed as inhibitors; 330,000 compounds, 2.3% hits; AID 504467, 2011; further: potency means the concentration at half of the fitted maximal effect; on the % scale 0 is the no-effect control and ±100 the full control effect; nearly all actives have a fitted effect of over 55% in size
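Cells (2,000 per well) received 5-fluorouridine plus test compound or DMSO and were incubated 16 hr at 37 °C, 5% CO2. Luciferase activity was read by luminescence 30 min after ONE-Glo addition; signal suppression marked inhibition of damage-induced ELG1 function.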
A-T KAP1 phos: qHTS Assay for Identifying a Potential Treatment of Ataxia-Telangiectasia; AID 485349, 2010; Potency, µM (top dose mostly 57.5 µM), without a hit: at the highest dose activation, actives largely listed as activators; […] A-T fibroblasts, KAP-1 phosphorylation AlphaLISA; neocarzinostatin DNA damage 30 min before lysis; 320,000 compounds, 0.19% hits; further: potency means the concentration at half of the fitted maximal effect; % of control where 0% means no effect; nearly all actives have a fitted effect of over 45% in size
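ATM-like activity read as KAP-1 phosphorylation via AlphaLISA donor/acceptor antibody pairs after lysis and 6 hr at 25C. Cells were ATM-null patient fibroblasts ([…], hTERT), dosed 60 min, then exposed to the DSB inducer NCS for 30 min.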
Mito fusion yeast: qHTS Assay for Small Molecule Inhibitors of Mitochondrial Division or Activators of Mitochondrial Fusion | 320,000 compounds, 0.23% hits | Potency, µM (highest dose often 46.1 µM), inactives show at the highest dose growth rescue (activation), hits mostly activators | AID 485298, 2010 | S. cerevisiae fusion-defective mutant growth rescue, CellTiterGlo 48 h;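 further: potency means the concentration at half of the fitted maximal effect; % of control where 0% means no effect; nearly all actives have a fitted effect of over 45% in size; temperature-sensitive fusion mutants such as fzo1-1 at 37 °C on non-fermentable ethanol glycerol medium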
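Compounds are tested for their ability to restore growth of mitochondrial fusion-defective yeast strains at non-permissive 37C in YPEG medium over 48 hours. Viability is quantified by luciferase luminescence.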
Integrin act MD: qHTS for Activators of Integrin-Mediated Alleviation for Muscular Dystrophy; alpha7betagal myoblasts, beta-gal FDG fluorescence, 48 h; Potency, µM (titrated, usually from 38.3 µM), for the others: top-dose activation, actives largely listed as activators; 350,000 compounds, 0.064% hits; AID 624291, 2012;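 further: potency means the concentration at half of the fitted maximal effect; 100% = response of the positive control SU9516; nearly all actives have a fitted effect of over 60% in size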
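Alpha7betagal+/- myoblasts (passage 13) were plated 16-24 hr, then exposed to compounds (1:260 dilution of DMSO stock) for 48 hours at 37C. After MPER lysis, β-galactosidase reporter activity was read as FDG fluorescence (ex 480/em 540) after 30 minutes.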
* hit, by the source's call; [ ] = another dose, or the depositor's remark. Unless noted, the call rests on the fitted dose curve; in most records, active means well fitted curve in the direction sought with a large enough effect; inconclusive means small, poorly fitted or top-dose-only effect, or another doubt; inactive means no such curve, though single readings can be large; an effect the other way counts as inactive or inconclusive.

`CCNC(=O)COC(=O)c1csc2c1CCCC2` gave TSHR antagonist 20, TCR act 4%[46.1 µM], PTAP TSG101 blk 2%, S-ASM inh 2%, Tb PFK block 0%, BCR signal inh inconclusive, Eya2 phos inh 7%, ELG1 DNA repair 7%, A-T KAP1 phos -4%, Mito fusion yeast 12% and Integrin act MD -10%.
Cc1ccccc1NC(=O)COc1coc(CN2CCN(Cc3ccccc3)CC2)cc1=O was read as TSHR antagonist -3, TCR act 2%, PTAP TSG101 blk 0%, Tb PFK block 23%, BCR signal inh 6%, Eya2 phos inh 7%, ELG1 DNA repair -15%, A-T KAP1 phos 7%, Mito fusion yeast -2% and Integrin act MD 8%.
Screening COc1ccccc1NC(=O)c1ccc(C)c(S(=O)(=O)N2CCCCC2)c1 returned TSHR antagonist 42, TCR act 8%, PTAP TSG101 blk -5%, Tb PFK block 7%, BCR signal inh 0%, Eya2 phos inh -4%, ELG1 DNA repair inconclusive, A-T KAP1 phos -1%, Mito fusion yeast 12% and Integrin act MD 3%.
For COc1ccc(CN2CCCC(C(=O)c3cccc(OC(C)C)c3)C2)cc1Cn1cccn1 (configuration not stated) the results were TSHR antagonist -3, TCR act -1%, PTAP TSG101 blk -15%, S-ASM inh -2%, Tb PFK block -2%, BCR signal inh -6%, Eya2 phos inh -3%, ELG1 DNA repair inconclusive, A-T KAP1 phos 3%, Mito fusion yeast -2% and Integrin act MD -16%.
`CSc1nc2c(c(=O)[nH]1)C(c1cccs1)C1=C(CCCC1=O)N2` (configuration not stated) gave TSHR antagonist 2, TCR act 3%, PTAP TSG101 blk -4%, S-ASM inh -3%, Tb PFK block 2%, BCR signal inh -2%, Eya2 phos inh -9%, ELG1 DNA repair 16%, A-T KAP1 phos -7%, Mito fusion yeast -1% and Integrin act MD -16%.
For CC1(C)Cc2ccccc2-c2nnc(-c3ccc4ccccc4n3)n21 the results were TSHR antagonist 19, TCR act -13%[46.1 µM], PTAP TSG101 blk -6%, S-ASM inh 0%, Tb PFK block -4%, BCR signal inh -2%, Eya2 phos inh 2%, ELG1 DNA repair -19%, A-T KAP1 phos 5%, Mito fusion yeast 1% and Integrin act MD -37%.
For O=C(Nc1cc(N2CCOCC2)ncn1)c1ccc(F)cc1 the results were TSHR antagonist -6, TCR act -4%, PTAP TSG101 blk 2%, S-ASM inh -6%, Tb PFK block 2%, BCR signal inh inconclusive, Eya2 phos inh -5%, ELG1 DNA repair inconclusive, A-T KAP1 phos -7%, Mito fusion yeast -3% and Integrin act MD 18%.
Screening CCOC(=O)N1CCN(S(=O)(=O)c2ccc(F)c(C(=O)Nc3cccc(C)c3C)c2)CC1 returned TSHR antagonist -3, TCR act 1%, PTAP TSG101 blk -9%, S-ASM inh 1%, Tb PFK block -4%, BCR signal inh -7%, Eya2 phos inh 7%, ELG1 DNA repair -19%, A-T KAP1 phos -2%, Mito fusion yeast 0% and Integrin act MD -33%.
Screening CC(=O)c1c(O)c(C)c(-c2ccccc2)n(-c2ccccc2)c1=O returned TSHR antagonist 0, TCR act 4%, PTAP TSG101 blk 1%, S-ASM inh 8%, Tb PFK block 0%, BCR signal inh 3%, Eya2 phos inh -5%, ELG1 DNA repair 21%, A-T KAP1 phos -1%, Mito fusion yeast 1% and Integrin act MD 25%.
For COc1ccc(NC(=S)c2ccncc2)cc1 the results were TSHR antagonist 4, TCR act -1%[46.1 µM], PTAP TSG101 blk 1%, S-ASM inh -3%, Tb PFK block -7%, BCR signal inh 0%, Eya2 phos inh 1%, ELG1 DNA repair 0%, A-T KAP1 phos -4%, Mito fusion yeast 0% and Integrin act MD 13%.
Screening COc1ccc(C(=O)NC(=O)Nc2ncccc2C)cc1 returned TSHR antagonist 10, TCR act 0%, PTAP TSG101 blk 0%, S-ASM inh 3%, Tb PFK block 1%, BCR signal inh -7%, Eya2 phos inh 25%, ELG1 DNA repair inconclusive, Mito fusion yeast -1% and Integrin act MD 11%.
For Cc1c(NC(=O)c2cccs2)cccc1C(=O)O the results were TSHR antagonist 4, TCR act 2%, PTAP TSG101 blk -1%, S-ASM inh 2%, Tb PFK block -11%, BCR signal inh -18%, Eya2 phos inh -4%, ELG1 DNA repair inconclusive, A-T KAP1 phos 1%, Mito fusion yeast 0% and Integrin act MD 0%.
C#CCOCCOCCOCCNc1nc(N2CCN(C(=O)[C@H](CC(N)=O)n3cc(C(N)[C@@H](C)CC)nn3)CC2)nc(N2CCN(C(=O)[C@H](CCC(=O)O)n3cc([C@@H](N)CCCCN)nn3)CC2)n1 (some centres not stated) was read as TSHR antagonist 7, TCR act 4%, S-ASM inh 2%, Tb PFK block 4%, BCR signal inh 0%, Eya2 phos inh -4%, ELG1 DNA repair 20%, A-T KAP1 phos 2% and Integrin act MD 3%.
Screening COc1cc(S(=O)(=O)NCc2ccccc2)ccc1Br returned TSHR antagonist -4, TCR act 4%[46.1 µM], PTAP TSG101 blk -1%, S-ASM inh 3%, Tb PFK block -3%, BCR signal inh 1%, Eya2 phos inh 5%, ELG1 DNA repair -11%, A-T KAP1 phos 4%, Mito fusion yeast 0% and Integrin act MD 23%.
Screening Cc1ccc(S(=O)(=O)NC(C)(C)C)cc1C(=O)OCC(=O)N1CCCC1=O returned TSHR antagonist 3, TCR act -1%, PTAP TSG101 blk -2%, S-ASM inh 2%, Tb PFK block -7%, BCR signal inh -6%, Eya2 phos inh -9%, ELG1 DNA repair 26%, A-T KAP1 phos -6%, Mito fusion yeast 0% and Integrin act MD 13%.
CCn1cc([C@@H]2C[C@H]3CN(Cc4cccc(Cl)c4)C(=O)[C@]34CCCN24)c(C)n1 was read as TSHR antagonist 2, TCR act 8%, PTAP TSG101 blk -1%, S-ASM inh 3%, Tb PFK block -4%, BCR signal inh 1%, Eya2 phos inh 8%, ELG1 DNA repair 7%, A-T KAP1 phos 4%, Mito fusion yeast 0% and Integrin act MD -14%.
COc1cccc(CNC(=O)CCC2CCCN(c3cc(C)nc(N(C)C)n3)C2)c1 (configuration not stated) was read as TSHR antagonist -2, TCR act 3%, PTAP TSG101 blk 1%, S-ASM inh 0%, Tb PFK block -1%, BCR signal inh -2%, Eya2 phos inh -15%, ELG1 DNA repair -1%, A-T KAP1 phos 1%[11.5 µM], Mito fusion yeast -5% and Integrin act MD -29%.

Random excerpt: 2 entries already listed.
Cc1ccccc1NC(=O)COc1coc(CN2CCN(Cc3ccccc3)CC2)cc1=O was read as TSHR antagonist -3, TCR act 2%, PTAP TSG101 blk 0%, Tb PFK block 23%, BCR signal inh 6%, Eya2 phos inh 7%, ELG1 DNA repair -15%, A-T KAP1 phos 7%, Mito fusion yeast -2% and Integrin act MD 8%.
For COc1ccc(NC(=S)c2ccncc2)cc1 the results were TSHR antagonist 4, TCR act -1%[46.1 µM], PTAP TSG101 blk 1%, S-ASM inh -3%, Tb PFK block -7%, BCR signal inh 0%, Eya2 phos inh 1%, ELG1 DNA repair 0%, A-T KAP1 phos -4%, Mito fusion yeast 0% and Integrin act MD 13%.
